# Cneo AK release: causes C. neoformans cell lysis; 0.2% of 360,000 active; lysis activity, % at 15 µM; adenylate kinase release luminescence, 4 h; normalised: neutral wells 0, clomiphene wells 100; AID 651654;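 active means mean lysis activity across replicates of at least 80%, whatever share of replicates individually reach that level; inactive means mean lysis activity below 80%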
#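 Signal: Adenylate kinase release luminescence | Assay system: Log-phase Cryptococcus neoformans yeast cells | Input: Cells at 5 × 10^6 per mL | Buffer or medium: Fresh YPD growth medium | Compound: Single dose | Schedule: Static 4 h at 37 °C with compound, 1 h detection | Controls: Clomiphene | Read-out: Luminescence rise reflecting yeast cell lysis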
# Statin myotox sup: suppressors of simvastatin-induced myotoxicity in C2C12 myotubes. ATP luminescence, 48 h; scaled: DMSO 0, geranylgeraniol control 100. rescue of ATP level, % at 7.49 µM. 0.78% of 330,000 active. AID 602340;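 active means mean ATP rescue above about 67%, or every replicate alone reaching that limit, limit read from the data, passing the limit was not always enough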;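 further: myotubes were challenged with 10 µM simvastatin during compound exposure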
# S100A4 inh HTS: S100A4-myosin IIA interaction inhibition. inhibition, % at 10.7 µM. 0.14% of 360,000 active. S100A4/TAMRA-MyoIIA peptide fluorescence polarization;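 active means mean inhibition of at least 70% across replicates, with every replicate also reaching that level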
# Target sequence (P26447 whole entry, looked up): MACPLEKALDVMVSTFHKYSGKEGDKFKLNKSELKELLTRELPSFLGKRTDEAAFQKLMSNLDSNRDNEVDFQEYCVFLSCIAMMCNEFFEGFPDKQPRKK
#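 Compound dosing: one dose per compound; test system: human S100A4 monomer with TAMRA-labelled myosin IIA peptide; probe or stimulus: TAMRA-labelled myosin IIA heavy-chain peptide probe, 5 nM; medium: HEPES buffer with Ca2+, pH 7.2; schedule: 5 min incubation before reading; benchmarks: neutral control DMSO, positive control TFP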
# SIRT5 inh: inhibitors of human sirtuin-5 desuccinylase; Q9NXA8; Purified SirT5, succinyl-peptide AMC, trypsin-coupled fluorescence; inhibition, % at 15 µM; 1.1% of 330,000 active; AID 652115; in the data active means inhibition above about 15%
# Target sequence (Q9NXA8 whole entry, looked up): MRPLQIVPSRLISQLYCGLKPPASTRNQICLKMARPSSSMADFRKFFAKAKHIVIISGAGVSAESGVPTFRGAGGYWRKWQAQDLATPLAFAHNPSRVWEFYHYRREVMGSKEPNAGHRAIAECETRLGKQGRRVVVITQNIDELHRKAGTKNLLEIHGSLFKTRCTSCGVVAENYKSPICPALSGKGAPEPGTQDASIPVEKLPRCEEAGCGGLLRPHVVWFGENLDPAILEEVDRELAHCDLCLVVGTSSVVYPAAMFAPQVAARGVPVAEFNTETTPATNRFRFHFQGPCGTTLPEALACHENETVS
# XiGFP reactiv: X-chromosome reactivation activator. XiGFP mouse fibroblasts, % GFP-positive cells imaging, 3 d; cells co-treated with 5-aza-dC sensitizer; scaled so ellipticine positive control = 100%. activation, % at 7.58 µM. 0.055% of 360,000 active. AID 743238;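 active means mean normalized replicate activation at least 10% and every replicate at or above 10%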;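 further: 0% = median of on-plate neutral control wells and 100% = ellipticine 6 µM median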
#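 Material: SV40-immortalized XiGFP fibroblast cells, line 68-5-11 | Buffer or medium: DMEM containing 5-aza-dC | Dosing: One concentration, pinned | Times: 3 d treatment, 15 min room-temperature fixation | Controls: Ellipticine 6 µM positive control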
# LGR2 inh: inhibitors of bursicon-induced Drosophila LGR2 receptor cAMP signaling; HEK293 LGR2, CRE-luciferase, bursicon-stimulated, 4 h; AID 720647; inhibition, % at 9.99 µM; 0.35% of 380,000 active;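 active means drop in luminescence signal, shown as inhibition above about 50% in the replicate tests, limit read from the data, passing the limit was not always enough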;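 further: agonist challenge used bursicon conditioned medium at about half maximal strength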
# PGC1a acetyl inh: PGC1a acetylation modulation, inhibitor mode; U2OS PGC1a acetylation, AlphaScreen anti-acetyl-lysine; with virally co-expressed GCN5 acetyltransferase; inhibition, % at 15.6 µM; 0.17% of 350,000 active;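 active means every replicate shows inhibition of at least 40%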;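 further: 0% = neutral control wells and 100% = positive control wells; some results beyond the cut were filed as inactive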
# ERAP1 inh: ERAP1 (human) enzyme inhibition. 0.15% of 340,000 active. inhibition, % at 10.7 µM. AID 652197. Q9NZ08. recombinant ERAP1, Leu-AMC fluorescence, 60 min;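 active means mean replicate inhibition of at least 30%, or all replicates individually reaching that 30% level; inactive means mean below 30% and not every replicate reaching it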;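 further: 0% = neutral control wells and 100% = L-leucinethiol positive control wells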
# The depositor's hits bear a star; x = not tested or not shown.
SMILES,Cneo AK release,Statin myotox sup,S100A4 inh HTS,SIRT5 inh,XiGFP reactiv,LGR2 inh,PGC1a acetyl inh,ERAP1 inh
COc1ccc(S(=O)(=O)N(C)C[C@@H]2Oc3ccc(NC(=O)c4ccncc4)cc3CC(=O)N([C@@H](C)CO)C[C@H]2C)cc1,0,-9,4,1,-0.7,-3,-3,0
Cc1noc(C)c1NC(=O)Nc1ccc2c(c1)C(=O)N([C@@H](C)CO)C[C@@H](C)[C@@H](CN(C)Cc1ccc(C(F)(F)F)cc1)O2,-3,18,3,0,0.2,26,-5,1
N#C[C@@H]1[C@H](c2ccccc2-c2cccc(F)c2)[C@H](CO)N1C(=O)NC1CCCC1,x,x,-30,-4,0.2,6,5,2
Cc1ccccc1NC(=S)Nc1ccc2[nH]c(=O)[nH]c2c1,0,-2,-25,0,x,-1,8,x
COCCNC(=O)C[C@@H]1CC[C@H]2[C@H](COc3ccc(NC(=O)Nc4cccc(F)c4)cc3C(=O)N2C)O1,0,-35,2,23*,0.0,-8,2,x
O=C(/C=C/c1ccccc1)NCC(=O)N/N=C/c1ccccc1[N+](=O)[O-],x,x,1,2,-0.2,x,x,-2
Cc1nn(-c2ccccc2)c(C)c1NC(=O)COc1ccc([N+](=O)[O-])cc1,x,-1,-6,0,0.3,-6,-6,0
CCC(Nc1nc(-c2ccccc2)nc2ccccc12)C(=O)O (centres undefined),2,19,-16,1,x,-2,8,-5
C[C@@H]1CCCCO[C@@H](CN(C)C(=O)Nc2cccc3ccccc23)[C@@H](C)CN([C@H](C)CO)C(=O)c2cc(N(C)C)ccc2O1,x,6,x,x,0.1,13,12,x
CC(C)C#Cc1ccc([C@H]2[C@H]3CN(S(=O)(=O)Cc4ccccc4)CCCCN3[C@H]2CO)cc1,1,x,x,x,0.5,3,4,x
Cc1cc(NC(=O)c2cccc(Oc3ccccc3)c2)n[nH]1,x,x,4,0,0.0,-67,-3,-2
O=C1CCC(C(=O)OCC(=O)Nc2ccccc2Br)=NN1,1,8,-4,x,0.1,24,-5,-2
O=C(/C=C/c1cccs1)NCc1ccc2c(c1)OCO2,-1,12,-4,0,0.0,-18,x,1
CCc1ccc(OC)c(S(=O)(=O)NCc2cccs2)c1,-1,-2,-1,-4,0.0,3,-7,1
CC(C)C(=O)N1CCC2(CC1)Oc1ccc(Cl)cc1C(=O)C21CC(c2ccc(Cl)cc2)=NO1 (centres undefined),3,-5,4,1,0.3,8,-33,-5
CCC(=O)NC[C@@H]1[C@H](c2ccc(-c3ccccc3)cc2)[C@H](CO)N1C(=O)C1CC1,-1,12,-2,0,0.0,23,6,-4
CCCC(C)(C)C(=O)N1CCC1(C)C(=O)NS(=O)(=O)c1ccccc1Cl (centres undefined),0,2,-4,1,0.1,11,4,5
COc1ccc2c3c([nH]c2c1)[C@H](CO)N(C(=O)NC(C)C)CC31CCN(C(=O)C2CCCC2)CC1,x,x,-22,2,0.3,11,2,0
CN1CN=C(NS(=O)(=O)c2ccc([N+](=O)[O-])cc2)NC1,-1,-9,-9,-5,0.3,2,-8,-3
Cc1cc(C(=O)Nc2cccc3c2O[C@@H](CN(C)S(=O)(=O)c2ccc(Cl)cc2)[C@@H](C)CN([C@H](C)CO)C3=O)n(C)n1,1,-31,-5,-4,8.2,x,11,0
O=c1cc(N2CCN(c3ccc(F)cc3)CC2)[nH]c(=O)n1Cc1ccc(F)cc1,-2,1,-7,0,0.1,16,-6,4
O=C(O)COc1ccc2c3c(c(=O)oc2c1)CCC3,-2,117*,x,x,x,4,5,x
COc1ccc(C(=O)N(C)Cc2ccccc2)cc1Br,x,x,-3,18*,-0.2,-8,x,1
O=C(Nc1ccc(Br)cc1)C1CCCN(C2=NS(=O)(=O)c3ccccc32)C1 (centres undefined),7,5,-16,1,0.3,2,-3,0
O=C(NC1CCN(C(=S)Nc2ccccc2)CC1)C1CCCCC1,x,10,-2,-6,0.0,3,x,-1
COc1ccc(S(=O)(=O)Cc2ccc(C(=O)NCc3cccs3)o2)cc1,0,12,8,x,0.0,-31,-2,x
COc1cccc(C(=O)Nc2ccc3c(c2)C(=O)N(C)[C@H]2CC[C@@H](CC(=O)NCC4CC4)O[C@H]2CO3)c1,-2,-10,2,-1,0.4,5,-2,-1
COc1ccccc1C(c1nnnn1C(C)(C)C)N1CCN(Cc2ccncc2)CC1 (centres undefined),3,10,x,x,x,4,-11,x
CCN1CCN(C(=O)CS(=O)Cc2nc(-c3ccc(OC)cc3)oc2C)CC1 (centres undefined),1,-3,-1,-3,0.1,-7,-17,1
COc1ccc(NC(=O)Nc2ccc3c(c2)CC(=O)N([C@H](C)CO)C[C@H](C)[C@@H](CN(C)C(=O)NC(C)C)O3)cc1,4,-18,6,-3,-1.1,-7,0,3
Cc1cc(C)nc(NC(=O)Cc2ccc(Br)cc2)n1,2,-5,2,-4,0.1,-7,2,4
CCCCc1nc(SCC(=O)Nc2ncccn2)n[nH]1,-1,-4,1,0,x,x,0,4
COc1ccc2[nH]c3c(c2c1)CCN1C(=O)C(CC(=O)NCCN2CCOCC2)C[C@H](C(=O)N2CCCCC2)[C@@]31C (some centres undefined),-1,-1,-14,-1,-0.1,-2,x,-8
O=C(CSCc1ccccc1Cl)NNC(=S)Nc1ccccc1,0,6,4,4,x,-34,-6,0
CCCCn1c(=O)c(CCC(=O)O)nc2ccccc21,x,x,-9,-1,0.1,20,3,5
O=C(NCc1nnc2c(C(F)(F)F)cc(Cl)cn12)c1ccco1,0,-4,22,1,0.0,3,1,2
CS(=O)(=O)c1ccc(NCCN2CCOCC2)c([N+](=O)[O-])c1,1,-2,6,-5,0.0,-7,-8,-1
CCc1cc2c(=O)c(-c3ccc4c(c3)OCCO4)c(C)oc2cc1OS(C)(=O)=O,1,-10,x,x,0.1,-3,x,x
CCOC(=O)c1c(C)[nH]c(C)c1S(=O)(=O)N1CCN(c2ccc(F)cc2)CC1,2,26,-2,-2,0.0,9,-13,2
C[C@H](CO)N1C[C@H](C)[C@H](CN(C)C(=O)C2CCC2)Oc2cc(C#CC(C)(C)O)ccc2S1(=O)=O,4,2,12,1,-0.7,4,1,-3
Cc1cc(C)c(S(=O)(=O)Nc2cccc(-n3cnnn3)c2)c(C)c1,0,3,-6,0,0.0,-5,0,0
O=C(OCN1C(=O)c2ccccc2C1=O)c1cccnc1SC(F)F,1,16,-1,1,0.0,3,x,1
Cc1cc(C)c2c(NC(=S)Nc3ccccc3)n[nH]c2n1,x,x,-5,0,0.0,-2,2,4
Clc1cccc(CNc2ccn3nc(-c4cccs4)cc3n2)c1,-2,12,-1,-1,0.0,-66,-11,3
Cc1ccccc1-c1cnc(C(O)c2ccc(Cl)c(F)c2)[nH]1 (centres undefined),4,14,-6,1,0.0,-17,7,6
N#Cc1ccc(-c2ccc3c(c2)[C@@H]2[C@@H](CCN2C(=O)C2CCCCC2)[C@H](CO)N3)cc1,23,4,x,-8,0.2,-5,10,1
COc1ccc(NC(=O)C(Cl)=C(Cl)Cl)cn1,x,x,0,-2,-0.1,12,-101,-2
CCCCCCSc1ccc(-c2nc3ccc(Cl)cn3c2NCc2ccccc2)cc1,-3,10,1,x,0.0,-17,14,1
CCc1sc(C(=O)Nc2ncccc2C)cc1C,0,13,-3,0,0.0,-16,x,2
CC(C)(C)c1ccc(S(=O)(=O)N2CCC(N3CCCCC3)CC2)cc1,-5,11,-2,-1,0.0,5,7,0

# An excerpt from above in order of molecular weight, falling.
SMILES,Cneo AK release,Statin myotox sup,S100A4 inh HTS,SIRT5 inh,XiGFP reactiv,LGR2 inh,PGC1a acetyl inh,ERAP1 inh
CCCCCCSc1ccc(-c2nc3ccc(Cl)cn3c2NCc2ccccc2)cc1,-3,10,1,x,0.0,-17,14,1
CC(C)(C)c1ccc(S(=O)(=O)N2CCC(N3CCCCC3)CC2)cc1,-5,11,-2,-1,0.0,5,7,0
O=C(OCN1C(=O)c2ccccc2C1=O)c1cccnc1SC(F)F,1,16,-1,1,0.0,3,x,1
Cc1ccccc1-c1cnc(C(O)c2ccc(Cl)c(F)c2)[nH]1 (centres undefined),4,14,-6,1,0.0,-17,7,6
Cc1cc(C)c2c(NC(=S)Nc3ccccc3)n[nH]c2n1,x,x,-5,0,0.0,-2,2,4
CCc1sc(C(=O)Nc2ncccc2C)cc1C,0,13,-3,0,0.0,-16,x,2

# Quoted from the listing.
# Under ERAP1 inh, Cc1cc(C(=O)Nc2cccc3c2O[C@@H](CN(C)S(=O)(=O)c2ccc(Cl)cc2)[C@@H](C)CN([C@H](C)CO)C3=O)n(C)n1 is listed with 0
# Under Cneo AK release, CCC(=O)NC[C@@H]1[C@H](c2ccc(-c3ccccc3)cc2)[C@H](CO)N1C(=O)C1CC1 is listed with -1
# Under Statin myotox sup, COCCNC(=O)C[C@@H]1CC[C@H]2[C@H](COc3ccc(NC(=O)Nc4cccc(F)c4)cc3C(=O)N2C)O1 is listed with -35

# Screening results deposited in PubChem BioAssay by Broad Institute.

# Some of the compounds tested; count on the stated rates, not on these rows.
